Bioassay records deposited in PubChem BioAssay by National Center for Advancing Translational Sciences (NCATS).
L3MBTL1 inh: blocks human L3MBTL1. Q9Y468. AlphaScreen L3MBTL1–H3K9me1 peptide binding. Potency, µM (titrated, usually from 57.1 µM), for the others: top-dose activity, negative = inhibition, most hits filed as inhibitors. 230,000 compounds, 0.66% hits; note: nearly all actives have a fitted effect of over 60% in size
Target sequence (Q9Y468 whole entry, looked up): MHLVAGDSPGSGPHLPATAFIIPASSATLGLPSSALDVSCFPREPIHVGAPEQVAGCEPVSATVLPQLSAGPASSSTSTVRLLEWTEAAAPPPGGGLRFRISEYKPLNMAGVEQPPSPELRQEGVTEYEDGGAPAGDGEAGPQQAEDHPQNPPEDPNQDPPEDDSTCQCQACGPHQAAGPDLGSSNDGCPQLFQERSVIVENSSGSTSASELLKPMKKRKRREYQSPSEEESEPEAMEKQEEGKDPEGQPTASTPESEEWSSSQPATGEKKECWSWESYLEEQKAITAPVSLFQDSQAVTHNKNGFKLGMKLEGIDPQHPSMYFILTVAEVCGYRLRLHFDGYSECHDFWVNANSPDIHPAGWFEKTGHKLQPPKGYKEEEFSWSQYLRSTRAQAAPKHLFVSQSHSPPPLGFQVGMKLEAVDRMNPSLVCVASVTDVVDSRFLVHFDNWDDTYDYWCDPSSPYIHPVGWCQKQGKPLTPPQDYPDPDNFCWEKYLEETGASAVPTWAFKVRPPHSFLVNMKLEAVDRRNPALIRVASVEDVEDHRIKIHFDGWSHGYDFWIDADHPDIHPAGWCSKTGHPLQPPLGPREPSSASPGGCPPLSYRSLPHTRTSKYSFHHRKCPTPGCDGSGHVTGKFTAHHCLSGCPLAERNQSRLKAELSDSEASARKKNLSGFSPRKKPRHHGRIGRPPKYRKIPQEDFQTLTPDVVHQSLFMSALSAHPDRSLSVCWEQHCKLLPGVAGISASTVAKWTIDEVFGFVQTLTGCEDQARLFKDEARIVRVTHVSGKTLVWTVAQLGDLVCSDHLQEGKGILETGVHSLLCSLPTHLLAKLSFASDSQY
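L3MBTL1 50 nM + b-AHA-H3(1-15)K9me1 75 nM, 30 min RT; compound added, 30 min RT; streptavidin donor/Ni-chelate acceptor beads 10 ug/mL each final, 30 min RT dark; AlphaScreen read.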
TR SRC2 fluor cs: alters Texas Red total fluorescence, flagging assay interference; Potency, µM (highest dose often 106 µM), without a hit: top-dose fluorescence change, negative = quenching; TRb/SRC2 Texas Red total fluorescence interference; AID 1479; 280,000 compounds, 0.29% hits; active = well fitted curve in either direction with a large enough effect; inconclusive = small, poorly fitted or top-dose-only effect
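Human TRb ligand-binding domain at 0.6 uM with 20 nM Texas Red SRC2 peptide in Tris buffer containing 1 uM T3 and 5% DMSO, incubated with compound 5 h at ambient temperature. Total fluorescence (555/632 nm) calculated as parallel + 2 × perpendicular.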
Tau fibril ThT: inhibitors of human tau fibril formation, thioflavin T binding; P10636; recombinant tau K18 P301L (four-repeat tau fragment), heparin-induced fibrillization, ThT fluorescence; Potency, µM (top dose mostly 57.4 µM), without a hit: top-dose activity, negative = inhibition, actives largely listed as inhibitors; 270,000 compounds, 2.1% hits; note: nearly all actives have a fitted effect of over 55% in size
Target sequence (P10636 561-689 P618L limits assumed): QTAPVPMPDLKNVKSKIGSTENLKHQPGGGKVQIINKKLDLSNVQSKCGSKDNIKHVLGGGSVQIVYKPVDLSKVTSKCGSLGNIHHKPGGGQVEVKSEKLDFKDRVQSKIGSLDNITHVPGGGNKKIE
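Recombinant human tau K18 fragment […] carrying P301L, 15 uM unlabeled plus 0.24 uM Alexa 594-labeled, was fibrillized with 20 uM heparin in 100 mM sodium acetate pH 7 for 6 hr at 37 C; 30 uM ThT fluorescence read after 1 hr.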
RECQ1 inh: RECQ1 (human) helicase inhibition; RECQ1 DNA unwinding, red fluorescence kinetic read; Potency, µM (top dose mostly 57.3 µM), for inactives: at the top dose activity, negative = inhibition, usual class: inhibitors; 240,000 compounds, 0.54% hits;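 note: plate controls were vehicle for no effect and no enzyme for full effect; nearly all actives have a fitted effect of over 30% in size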
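RECQ1T1 50 nM; forked duplex (20 bp + 30-nt ss tails) 200 nM, ATP 2 mM final; pH 8.0, 2 mM MgCl2, 2.5 ug/ml poly(dI-dC); 15 min compound preincubation; discontinuous kinetic read over 2 h at RT.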
TRb-SRC2 inh: disrupts binding of human TR beta to SRC2. Potency, µM (top dose mostly 106 µM), for the others: top-dose activity change, negative = inhibition, usual class: inhibitors. P10828. AID 1469. TRbeta-SRC2 peptide binding, fluorescence polarization; receptor liganded with 1 µM T3. 280,000 compounds, 0.065% hits;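 note: plate controls were bound peptide for no effect and peptide without receptor for full effect; nearly all actives have a fitted effect of over 50% in size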
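Polarization signal, normalized between peptide-alone and full complex controls, measured compound effects on T3-liganded human TRb LBD (0.6 uM) binding 20 nM Texas Red SRC2 peptide after 5 hr.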
JMJD2E inh: inhibitors of human JMJD2E histone demethylase; Potency, µM (highest dose often 57.1 µM), inactives show top-dose activity change, negative = inhibition, most hits filed as inhibitors; JMJD2E catalytic domain, FDH-coupled NADH fluorescence (FDH is formaldehyde dehydrogenase); 230,000 compounds, 1.6% hits; AID 2147; B2RXH2; active = well fitted inhibition curve with a large enough effect, not every such curve was filed as active; inconclusive = small, poorly fitted or top-dose-only effect, or another doubt; inactive = no such curve, though single readings can be large or run the other way;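 note: 0% = wells with enzyme and -100% = buffer wells without enzyme; nearly all actives have a fitted effect of over 50% in size; many of its hits are not listed in these tables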
GoLoco inh red: blocks human Gai1 binding to RGS12 GoLoco peptide, red readout; P63096; Gai1:RGS12 GoLoco peptide FP, rhodamine, 10 min; Potency, µM (series often up to 61.6 µM), inactives show at the highest dose activity, negative = inhibition, hits mostly inhibitors; 230,000 compounds, 0.44% hits; AID 880; active = well fitted inhibition curve with a large enough effect, not every such curve was filed as active; inactive = no such curve, though single readings can be large or run the other way; note: nearly all actives have a fitted effect of over 30% in size; many of its hits are not listed in these tables
Tau fibril FP: blocks human tau fibril formation measured by polarization; P10636; K18 P301L tau heparin fibrillization, Alexa594 FP, 6 h; Potency, µM (titrated, usually from 57.7 µM), for inactives: at the top dose activity, negative = inhibition, hits mostly inhibitors; 280,000 compounds, 0.39% hits; AID 1468; note: nearly all actives have a fitted effect of over 55% in size
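Recombinant K18 P301L […], labeled with Alexa 594 at 0.24 uM over 15 uM unlabeled; heparin inducer 20 uM final; 37 C, 6 hr; FP endpoint.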
Active calls of the source: *; i = inactive; u = inconclusive; x = not tested or not shown; [ ] = dose if it differs, or a comment. Unless noted, calls come from the whole dose curve; as a rule, active = well fitted curve in the direction sought with a large enough effect; inconclusive = small, poorly fitted or top-dose-only effect, or another doubt; inactive = no such curve, though single readings can be large; an effect the other way counts as inactive or inconclusive. Unless noted, % is set by controls: 0 for no effect and ±100 for the full control effect; potency is the fitted concentration of half-maximal effect.

Values in the order: Tau fibril ThT, JMJD2E inh, TR SRC2 fluor cs, GoLoco inh red, Tau fibril FP, L3MBTL1 inh, TRb-SRC2 inh, RECQ1 inh
CC(=O)C1=C(O)C(=O)N(Cc2ccco2)C1c1cccc(F)c1 (stereo not given)
    -14%, u, -4%, 5%, 0%, x, -4%, i
Cc1ccc(C)n1-c1nnc(N2CCCC(C(=O)NCc3cccc(F)c3)C2)s1 (stereo not given)
    -17%, x, -1%, x, -5%, x, 6%, x
O=c1c(Cc2ccc(F)cc2)c(O)ccn1C1CCCCC1
    -3%, 7%, -2%, 0%, 7%, 5%, 0%, -3%
O=C(CCN1C(=O)c2ccccc2C1=O)Nc1ccccc1C(=O)N1CCOCC1
    -16%, 0%, -1%, 4%, 1%, x, -4%, -5%
COC(=O)CC1=Nc2ccccc2NC(=O)C1
    7%, -3%, 1%, -1%, -1%, -7%, -16%, -15%
COC(=O)Cc1ccc(NC(=S)Nc2cccc(C)n2)cc1
    -8%, 3%, -5%, 6%, -5%, -9%, 1%, -7%
CN(C[C@@H](Cc1cccc2ccccc12)N(C[C@H](Cc1ccccc1)N(CCc1ccccc1)N=O)N=O)N=O
    -15%, 4%, -1%, 6%, 0%, -5%, -1%, -8%
S=C(NCCSCc1c(Cl)cccc1Cl)Nc1ccccc1
    -10%, 1%, 2%, 12%, u, -1%, -13%, 13µM*
CCN(CC)S(=O)(=O)c1ccc2c(c1)N(CC(=O)N1CCN(c3cccc(C(F)(F)F)c3)CC1)C(=O)CO2
    1%, x, -26%, x, -7%, x, 4%, x
CCCCNc1nc2c(c(=O)n(C)c(=O)n2C)n1Cc1cccc(OC)c1
    -4%, 0%, 2%, 6%, u, 4%, 2%, -9%
O=c1[nH]c2c(Br)cnc([N+](=O)[O-])c2[nH]1
    x, 2%, -2%, 3%, 12%, x, -8%, 5%
CCCOc1ccccc1C(=O)N(Cc1cccs1)C1CCS(=O)(=O)C1 (stereo not given)
    2%, 4%, -2%, 5%, 4%, 6%, -21%, -1%
CCC(NC(=O)CCl)c1ccc(C)cc1 (stereo not given)
    -3%, -9%, 1%, 7%, -3%, 4%, -3%, 4%
COc1cccc(OC)c1C(=O)Nc1ccc2c(c1)Cc1ccccc1-2
    -19%, u, 2%, -3%, -2%, -6%, 0%, i
NC(=O)C(CC(=O)O)NC(=O)[C@@H]1CCCNc2c(I)cc([N+](=O)[O-])cc2C(=O)N[C@@H](CO)C(=O)N[C@@H](Cc2ccc(O)cc2)C(=O)N1 (stereo not given in full)
    -15%, -4%, -4%, 5%, 2%, -2%, 0%, 0%

Values in the order: Tau fibril ThT, JMJD2E inh, TR SRC2 fluor cs, GoLoco inh red, Tau fibril FP, L3MBTL1 inh, TRb-SRC2 inh, RECQ1 inh
COc1cccc(-c2csc(N3CCN(Cc4ccccc4)CC3)n2)c1
    u, -27%, -3%, 43%[activator], -4%, -10%, 6%, -11%
CNC(=S)N(CCc1ccccc1)Cc1cc2cc(OC)c(OC)cc2[nH]c1=O
    4%, u, -3%, 5%, 0%, -14%, 0%, 4%
CC(Oc1ccc(F)cc1)c1ccnc2nc(/N=C/N(C)C)nn12 (stereo not given)
    5%, u, 2%, 0%, 1%, x, -2%, -2%
Cc1cc(OC(=O)c2c(Cl)cccc2Cl)nc(C)n1
    -17%, 2%, 4%, 3%, -6%, 2%, 3%, -5%
Cc1cc(NS(=O)(=O)c2ccc(NC(=O)c3cc(-c4cccnc4)nc4ccc(Cl)cc34)cc2)no1
    -21%, 2%, -1%, 7%, -14%, -3%, -2%, -2%
CO/N=C(\C(=O)N[C@@H]1C(=O)N2C(C(=O)O)=C(COC(N)=O)CS[C@@H]12)c1ccco1
    x, -5%[25.5 µM], -5%[53 µM], 2%[21.6 µM], x, x, -6%[53 µM], -6%[25.9 µM]
Cc1c(C(=O)Nc2ccc(F)c(Cl)c2)sc2nc3n(c(=O)c12)CCC3
    u, x, 0%, x, -2%, x, -3%, x
O=C(NCC(=O)N(CC1CCCO1)C(C(=O)NC1CCCCC1)c1cccnc1)c1cccs1 (stereo not given)
    8%, 10%, -1%, -5%, 2%, 15%, 5%, -1%
COc1cc(NC(=O)c2cnc3c(-c4ccc(F)cc4)c(C)nn3c2C)cc(OC)c1
    -12%, x, -9%, x, -12%, x, 5%, x
COc1ccc(C2=C(C)C(=NCc3ccc(OC(C)C)cc3)NS2(=O)=O)cc1
    -4%, x, -6%, x, u, x, -1%, x
COc1ccc(CCNC(=O)C(=O)NN=C2CCCCCCC2)cc1OC
    -15%, 17%, -1%, 5%, 1%, 5%, -4%, 1%
COc1cc(/C=C2/C(=O)ON=C2C)ccc1OCc1ccccc1F
    7%, -4%, -2%, 43%[activator], 3%, 1%, 6%, -7%
O=C(c1ccco1)N(CCO)Cc1cc2cc3c(cc2[nH]c1=O)OCO3
    3%, 11%, 0%, 5%, 5%, 1%, -10%, -10%
Cn1c(=O)[nH]c(=O)c2c1nc(OC(=O)c1ccccc1)n2CC(O)COc1ccc(F)cc1 (stereo not given)
    -15%, 3%, -2%, -3%, -8%, -13%, 6%, 0%
COCc1cc(Sc2c(Cl)cccc2Cl)nc(-c2ccccc2)n1
    -9%, -5%, 2%, 3%, -12%, 19%, -4%, -18%

Among those listed so far, these have fluorine.
Values in the order: Tau fibril ThT, JMJD2E inh, TR SRC2 fluor cs, GoLoco inh red, Tau fibril FP, L3MBTL1 inh, TRb-SRC2 inh, RECQ1 inh
CC(=O)C1=C(O)C(=O)N(Cc2ccco2)C1c1cccc(F)c1 (stereo not given)
    -14%, u, -4%, 5%, 0%, x, -4%, i
Cc1ccc(C)n1-c1nnc(N2CCCC(C(=O)NCc3cccc(F)c3)C2)s1 (stereo not given)
    -17%, x, -1%, x, -5%, x, 6%, x
O=c1c(Cc2ccc(F)cc2)c(O)ccn1C1CCCCC1
    -3%, 7%, -2%, 0%, 7%, 5%, 0%, -3%
CCN(CC)S(=O)(=O)c1ccc2c(c1)N(CC(=O)N1CCN(c3cccc(C(F)(F)F)c3)CC1)C(=O)CO2
    1%, x, -26%, x, -7%, x, 4%, x
CC(Oc1ccc(F)cc1)c1ccnc2nc(/N=C/N(C)C)nn12 (stereo not given)
    5%, u, 2%, 0%, 1%, x, -2%, -2%
Cc1c(C(=O)Nc2ccc(F)c(Cl)c2)sc2nc3n(c(=O)c12)CCC3
    u, x, 0%, x, -2%, x, -3%, x
COc1cc(NC(=O)c2cnc3c(-c4ccc(F)cc4)c(C)nn3c2C)cc(OC)c1
    -12%, x, -9%, x, -12%, x, 5%, x
COc1cc(/C=C2/C(=O)ON=C2C)ccc1OCc1ccccc1F
    7%, -4%, -2%, 43%[activator], 3%, 1%, 6%, -7%
Cn1c(=O)[nH]c(=O)c2c1nc(OC(=O)c1ccccc1)n2CC(O)COc1ccc(F)cc1 (stereo not given)
    -15%, 3%, -2%, -3%, -8%, -13%, 6%, 0%

Additional compounds follow.
Values in the order: Tau fibril ThT, JMJD2E inh, TR SRC2 fluor cs, GoLoco inh red, Tau fibril FP, L3MBTL1 inh, TRb-SRC2 inh, RECQ1 inh
O=C(N/N=C/c1cc2c(cc1Cl)OCO2)c1ccc2c(c1)OCCO2
    u, u, -1%, 6%, u, -8%, -5%, -7%
COc1ccc2[nH]cc(CCCN3C(=O)c4ccccc4C3=O)c2c1
    u, -1%, -3%, 1%, 7%, -7%, -12%, -5%
COc1ccccc1NCc1cccn1-c1nnc(N2CCOCC2)s1
    -7%, x, -28%, x, 4%, x, 5%, x
O=C(NC1CCCCCC1)c1ccc(CS(=O)c2cccc(Cl)c2)o1 (stereo not given)
    4%, x, -1%, x, 7%, x, -2%, x
CCOc1ccc(-n2nc(CO)c(C(=O)NCc3cccs3)n2)cc1
    -9%, x, -2%, x, u, x, 2%, x
COc1ccc(CNC(=O)c2csc(Cc3ccccc3)n2)cc1
    -14%, 1%, -5%, 2%, 3%, 18%, 2%, 6%
COC(=O)COc1nc(C)c(Br)c(OC)n1
    -4%, 0%, 0%, -3%, 5%, -4%, 12%, 4%
O=C(C1CCN(C2CCN(Cc3ccc4c(c3)CCO4)CC2)CC1)N1CCOCC1
    -11%, -2%, -2%, 7%, 6%, -1%, -6%, -6%
Cc1ccccc1C(=O)NNC(=O)c1cccc([N+](=O)[O-])c1
    -7%, -5%, -2%, 3%, -16%, x, 3%, -8%
Cc1ccc(C2c3[nH]c4ccccc4c3CCN2C(=O)c2ccccc2Br)cc1 (stereo not given)
    2%, x, -1%, x, -1%, x, -2%, x
O=C(O)CCN(CCC(=O)O)S(=O)(=O)c1ccccc1
    -1%, -3%, -5%, -5%, -1%, 12%, 1%, i
O=C(OC(C(=O)NCC1CCCO1)c1ccccc1F)c1ccco1 (stereo not given)
    -4%, 3%, 1%, -12%, 4%, 4%, 4%, i
CSc1cccc(NC(=O)Cc2ccccc2[N+](=O)[O-])c1
    -2%, -16%, -3%, -3%, u, -8%, -2%, i
O=C(CNCCc1ccccc1)N1CCc2ccccc2C1
    -8%, u, -3%, 0%, 1%, 1%, 3%, -1%
COc1ccc(Cl)cc1Nc1cc(C)nc2nc(-c3ccccc3C)nn12
    1%, x, 0%, x, -2%, x, -7%, x
Cc1ccc2nc(N(CCCN(C)C)C(=O)c3sc4ccccc4c3Cl)sc2c1
    -13%, 4%, -1%, -4%, 2%, -11%, -12%, 1%
CC(=O)c1cccc(NC(=O)CN(c2ccc(C)cc2)S(=O)(=O)c2cccc3nonc23)c1
    -19%, 8%, 0%, x, 1%, -10%, 4%, -9%
CCOC(=O)c1c(NC(=O)CN(CC)CC)sc2c1CCC2
    -23%, -1%, 0%, x, -1%, 12%, 7%, -1%

This is a subset; count on the stated rates, not on these rows.
